Assay outcomes deposited in PubChem by several laboratories.
TLR4 MyD88 comp: inhibitors of human TLR4-MyD88 binding. O00206+Q99836. HeLa CL3-4 TLR4/MyD88 BLA complementation, FRET ratio. inhibition, % at 8.4 µM. hit rate 0.18% among 200,000; in the data active = inhibition above about 25%;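 also: 0% = vehicle and 100% = reference inhibitor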
Target sequence (O00206 whole entry, looked up): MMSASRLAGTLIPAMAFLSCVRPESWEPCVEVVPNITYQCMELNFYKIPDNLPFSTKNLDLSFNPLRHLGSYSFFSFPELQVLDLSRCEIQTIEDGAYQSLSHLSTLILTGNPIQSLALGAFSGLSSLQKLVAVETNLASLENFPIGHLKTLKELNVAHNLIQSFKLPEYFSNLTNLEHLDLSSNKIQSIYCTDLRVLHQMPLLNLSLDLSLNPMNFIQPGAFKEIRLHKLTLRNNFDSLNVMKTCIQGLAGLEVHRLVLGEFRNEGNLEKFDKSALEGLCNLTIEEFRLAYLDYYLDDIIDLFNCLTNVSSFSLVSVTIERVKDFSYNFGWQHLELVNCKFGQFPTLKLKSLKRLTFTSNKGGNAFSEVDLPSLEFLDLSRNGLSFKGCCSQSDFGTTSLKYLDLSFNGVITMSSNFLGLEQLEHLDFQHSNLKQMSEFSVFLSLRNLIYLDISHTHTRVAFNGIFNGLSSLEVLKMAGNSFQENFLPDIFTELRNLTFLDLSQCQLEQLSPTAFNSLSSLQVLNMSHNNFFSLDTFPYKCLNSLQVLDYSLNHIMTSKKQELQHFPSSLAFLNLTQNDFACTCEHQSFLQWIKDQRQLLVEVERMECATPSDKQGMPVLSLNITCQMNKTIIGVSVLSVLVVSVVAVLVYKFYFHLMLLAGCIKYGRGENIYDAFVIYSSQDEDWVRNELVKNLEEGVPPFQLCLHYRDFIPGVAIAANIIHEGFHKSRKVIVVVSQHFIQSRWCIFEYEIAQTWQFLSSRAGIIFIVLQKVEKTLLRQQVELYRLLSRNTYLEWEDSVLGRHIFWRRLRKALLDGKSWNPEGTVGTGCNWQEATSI
Target sequence (Q99836 whole entry, looked up): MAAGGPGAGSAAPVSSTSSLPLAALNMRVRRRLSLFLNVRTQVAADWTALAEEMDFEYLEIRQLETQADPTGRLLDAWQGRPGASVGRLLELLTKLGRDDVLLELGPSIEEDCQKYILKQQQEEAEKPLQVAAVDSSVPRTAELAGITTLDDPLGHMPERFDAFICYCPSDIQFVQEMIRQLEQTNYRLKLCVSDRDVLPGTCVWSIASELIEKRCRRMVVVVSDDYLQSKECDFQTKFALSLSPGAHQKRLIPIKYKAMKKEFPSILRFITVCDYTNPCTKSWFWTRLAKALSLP
NF-kB neuron act: raises NF-kB expression in human neuronal cells; hit rate 1.6% among 190,000; fold change at 12.5 µM; NF-kB reporter expression; active compounds read high; AID 1239; in the data active = fold change above about 3.3
APP 5UTR inh: APP translation inhibition; SH-SY5Y APP 5'UTR-luciferase reporter, luminescence; inhibition, % at 2 µM; hit rate 0.82% among 190,000;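 active = inhibition above a set limit, derived from the sample mean plus 3 SD, cut at about 45% in these data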; also: values of inactives mirror those of a sister screen read the other way
FLuc stim CS: firefly luciferase counter-screen for stimulation assays; P08659; ATPlite luciferase biochemical, luminescence, 10 min; 0 = ATP-free wells, 1 = DMSO control; activation factor at 10 µM; 200,000 tested, under 10 active; AID 1027;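 active = luciferase activation factor, scaled between plate controls, of at least 2 with compound at 10 µM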
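Material: Luciferase/luciferin reagent mix | Doses: Test compounds dosed from 2 mM stocks in 100% DMSO | Timing: 10 min incubation after luciferase reagent addition, room temperature | Measured by: Luminescence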
Diaph act CS: activates diaphorase or chemically reduces, flagging diaphorase assay artifacts. Diaphorase/resazurin coupled assay, resorufin fluorescence, 16 min; active compounds read high; 1 = vehicle wells, 0 = NADH-free wells. activation factor at 20 µM. hit rate 0.005% among 190,000. AID 1229;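 active = diaphorase activity raised at least twofold by the compound at 20 µM; inactive = activation factor below 2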
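Test system: Clostridium kluyveri diaphorase, purified enzyme. Buffer or medium: 50 mM HEPES pH 7.4 buffer plus MgCl2 and Tween 20. Also added: 0.114 mM NADH and 0.1 mM resazurin, final amounts. Dosing: compound 20 µM once, DMSO 1%. Schedule: 16 min enzyme reaction, ambient temperature. Detection: fluorescence of resorufin, 544 nm excitation, 590 nm emission.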
G6PDH CS: inhibits Leuconostoc G6PDH, flagging false hits in G6PDH-based assays. Purified L. mesenteroides G6PDH, diaphorase/resazurin coupled fluorescence, 45 min. inhibition, % at 5 µM. hit rate 0.12% among 200,000; in the data active = inhibition above about 50%
STAT1 act: activators of IFN-gamma induced STAT1 signaling; NIH 3T3 STAT1-luciferase reporter, luminescence; 100% = IFN-gamma alone, no compound; activation (% of control), % at 5.5 µM; hit rate 2.6% among 200,000;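 active = activation above the screen-wide mean activation plus 3 SD, cut at about 130% in these data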;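 also: raw ratio to IFN-gamma control signal so 100% means no change and 0% no light; values of inactives mirror those of a sister screen read the other way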
APP 5'UTR act: activates APP 5'UTR luciferase reporter | activation, % at 2 µM | hit rate 1% among 190,000 | SH-SY5Y APP 5'UTR luciferase reporter, luminescence; zero percent = DMSO vehicle wells;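 active = activation above a set limit, based on mean plus 3 SD of controls, cut at about 140% in these data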; also: values of inactives mirror those of a sister screen read the other way
FLuc inhib CS: Photinus pyralis luciferase inhibition counter-screen. P08659. ATPLite firefly luciferase biochemical luminescence, 10 min. inhibition, % at 10 µM. hit rate 1.5% among 200,000. AID 1006;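 active = inhibition above about 50% when tested at 10 µM, limit read from the data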
Diaph inh CS: counter-screen for diaphorase-based assays: diaphorase inhibitors and chemical oxidizers; diaphorase resazurin-to-resorufin fluorescence, NADH, 16 min; bacterial (C. kluyveri) enzyme, not human; inhibition, % at 20 µM; hit rate 0.69% among 190,000;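 active = primary screen inhibition at 20 µM above a set limit, cut at about 50% in these data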;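 also: plate controls were DMSO with full reaction for no effect and wells lacking NADH for full effect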
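Detection: fluorescence of resorufin formed from resazurin, Ex 544/Em 590 nm; test system: Clostridium kluyveri diaphorase enzyme; amount: 0.14 U/mL diaphorase, enzyme working solution; times: 16-min room-temperature incubation before reading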
The depositor's hits bear a star; / = no result given.

SMILES	TLR4 MyD88 comp	NF-kB neuron act	APP 5UTR inh	FLuc stim CS	Diaph act CS	G6PDH CS	STAT1 act	APP 5'UTR act	FLuc inhib CS	Diaph inh CS
O=C1CC(N(Cc2ccco2)C(=O)Nc2ccc(F)cc2)C(=O)N1c1ccc(F)cc1 (stereo unspecified)	3.3	0.74	-2.3	1	1	4.8	105.5	2.3	-1.8	3.1
CC1(C)Cc2cccc(OCC(=O)Nc3ccc(OCC(N)=O)cc3)c2O1	-3.5	1.11	6.1	1	0.9	2.3	103.0	-6.1	-4.5	7.5
COc1ccc(-c2nnn(CC(=O)N(CCCO)C(C(=O)NC3CCCC3)c3ccc(F)cc3)n2)cc1 (stereo unspecified)	-0.8	0.87	-30.2	1	1	6.9	97.5	30.2	-1.6	3.3
Cc1nc2ccc(S(=O)(=O)NCC(=O)N(C)Cc3ccccc3)cc2s1	-1.5	1.24	-8.7	1	0.9	0.4	97.9	8.7	-1.9	14.7
Cc1nc2c(cc(Oc3ccc(S(=O)(=O)N4CCOCC4)cn3)c3ccsc32)s1	4.4	0.78	-10.6	1	0.8	8.1	104.9	10.6	0.0	17.8
CC(=O)OC1COC(OC2C(O)C(C)OC(OC3C(OC4CCC5(C)C(CCC6(C)C5CC=C5C7CC(C)(C)CCC7(C(=O)O)CCC56C)C4(C)CO)OCC(O)C3O)C2O)C(O)C1OC(C)=O (stereo unspecified)	-19.9	0.86	16.5	1.1	0.8	3.4	84.1	-16.5	-5.6	24.1
COc1ccc(CCN(Cc2cc3cccc(C)c3[nH]c2=O)C(=O)N2CCCC2)cc1OC	-14.9	0.82	-13.9	1	1	11.7	93.4	13.9	0.0	0.1
O=C(NCCCN1CCCC1)C1CCN(C(=O)c2cc3sccc3n2Cc2ccc(F)cc2)CC1	-5.3	0.75	-2.7	1	1	2.6	110.2	2.7	-1.3	-2.2
Cc1noc(C)c1COc1cccc(C(=O)OC(C)C#N)c1 (stereo unspecified)	2.9	0.8	2.3	1.1	1	2.5	100.3	-2.3	-8.5	3.9
COC(=O)CCC(=O)Nc1ccc(N=Nc2ccccc2)cc1	17.5	2.64	-54.3	1	0.9	-2.6	132.8*	54.3	1.5	13.9
CCOC(=O)C1C(=O)N(C(=O)c2ccc(OC)cc2)CC1c1ccccc1 (stereo unspecified)	10.3	0.98	-2.9	1.1	1	-1.1	99.5	2.9	-8.2	4.1
CCc1ccc(C(O)(c2ccccc2OC)C(CN2CCOCC2)c2ccccc2)cc1 (stereo unspecified)	2.0	1.18	-14.4	1	0.9	2.2	94.3	14.4	-1.7	10.1
Cc1ccc(/C=C/C(=O)N2CCc3ccccc32)o1	-12.2	8.19*	-167.7	0.2	0.8	-0.4	180.5*	167.7*	75.2*	21.3
N#Cc1c(N)nc2c(c1-c1ccc(Br)s1)CCCC2	5.5	1.13	0.6	1	0.9	3.7	95.0	-0.6	-2.0	8.7
N#CCCN1CCN(S(=O)(=O)c2ccc(S(=O)(=O)NC3CC3)cc2)CC1	-0.1	1.04	-15.7	1	0.9	5.5	94.8	15.7	-3.5	9.9

Single entries from above.
TLR4 MyD88 comp, COc1ccc(-c2nnn(CC(=O)N(CCCO)C(C(=O)NC3CCCC3)c3ccc(F)cc3)n2)cc1 (stereo unspecified) = -0.8
G6PDH CS, CCOC(=O)C1C(=O)N(C(=O)c2ccc(OC)cc2)CC1c1ccccc1 (stereo unspecified) = -1.1
Diaph inh CS, COc1ccc(CCN(Cc2cc3cccc(C)c3[nH]c2=O)C(=O)N2CCCC2)cc1OC = 0.1
FLuc stim CS, Cc1noc(C)c1COc1cccc(C(=O)OC(C)C#N)c1 (stereo unspecified) = 1.1
STAT1 act, O=C1CC(N(Cc2ccco2)C(=O)Nc2ccc(F)cc2)C(=O)N1c1ccc(F)cc1 (stereo unspecified) = 105.5

(list continues)
SMILES	TLR4 MyD88 comp	NF-kB neuron act	APP 5UTR inh	FLuc stim CS	Diaph act CS	G6PDH CS	STAT1 act	APP 5'UTR act	FLuc inhib CS	Diaph inh CS
COCCNC(=O)C(c1cccc(OC)c1)N(Cc1cccs1)C(=O)Cn1nnc2ccccc21 (stereo unspecified)	6.2	1.08	3.8	1	0.9	5.3	95.3	-3.8	-2.3	10.3
COc1cccc(/C=N/NC(=O)CCCC(=O)NC2CCCCC2)c1	0.4	0.89	26.3	1	0.8	-16.4	93.5	-26.3	-2.6	19.3
Cc1ccc(CC2S/C(=C(/C#N)C(=O)N3CCOCC3)N(c3ccccc3)C2=O)cc1 (stereo unspecified)	1.0	1.19	-2.7	1.1	0.9	0.9	95.4	2.7	-8.9	8.9
O=C(CN(c1ccccc1)S(=O)(=O)c1ccccc1)N/N=C/c1ccco1	7.0	1.24	-1.1	1.1	0.9	-5.2	102.0	1.1	-11.1	12.4
CCc1nnc(NC(=O)CN2C(=O)c3ccccc3C2=O)s1	-6.8	1.03	-24.7	1.1	0.9	-1.3	105.7	54.7	-7.9	10.0
Oc1ccc(-c2n[nH]c(=S)n2Cc2ccccc2)cc1	-3.6	0.99	12.7	1	0.8	-11.5	97.7	-12.7	-3.9	18.4
COc1cccc(C2=CC(c3cc(OC)ccc3OC)n3nnnc3N2)c1 (stereo unspecified)	10.2	1.22	-3.4	1.1	0.8	1.2	103.9	3.4	-5.4	17.6
CCCCCn1c(=O)[nH]c2c(c1=O)CCC2	-7.4	1.22	-14.0	1	0.9	0.6	101.0	14.0	0.6	7.0
O=C(N1CCN(c2ccccc2)CC1)C12CC3CC(CC(C3)C1)C2	4.9	0.98	-2.8	1	0.9	8.2	106.5	2.8	-4.2	9.6
COc1cc2c(cc1NC(=O)COc1ccc3ccccc3c1)oc1ccccc12	4.9	1.15	45.6*	1	1.1	-0.5	99.5	-45.6	-0.4	-12.8
CCOc1cccc(-c2cc(C(=O)N/N=C/c3ccc(OC)c(CN4CCOCC4)c3)c3ccccc3n2)c1	-8.7	0.46	11.8	0.9	0.8	8.0	102.4	-11.8	14.9	19.6
CCc1c(C)nc(SCC(=O)N2CCN(c3ccccc3)CC2)[nH]c1=O	15.9	1.07	16.3	1	0.9	10.3	100.3	-16.3	0.3	14.4
COc1ccc(N2CCN(C(=O)c3ccc(CNc4c(N5CCOCC5)c(=O)c4=O)cc3)CC2)cc1	-9.3	/	-16.4	/	/	/	105.5	16.4	/	/
O=C(Nc1ccc(F)cc1)C1CC(=O)n2ncnc2N1 (stereo unspecified)	4.4	1.57	-8.9	1.1	1	5.3	92.3	8.9	-5.6	2.6
Cc1cccc(NC(=O)CCC(=O)N/N=C/c2ccncc2)c1	-6.3	1.14	12.8	1	0.9	10.0	99.3	-12.8	-4.8	7.6

Entries of single compounds from above. Order of values: TLR4 MyD88 comp, NF-kB neuron act, APP 5UTR inh, FLuc stim CS, Diaph act CS, G6PDH CS, STAT1 act, APP 5'UTR act, FLuc inhib CS, Diaph inh CS
COc1cc2c(cc1NC(=O)COc1ccc3ccccc3c1)oc1ccccc12 across the screens: 4.9, 1.15, 45.6*, 1, 1.1, -0.5, 99.5, -45.6, -0.4, -12.8
Oc1ccc(-c2n[nH]c(=S)n2Cc2ccccc2)cc1 across the screens: -3.6, 0.99, 12.7, 1, 0.8, -11.5, 97.7, -12.7, -3.9, 18.4
CCc1nnc(NC(=O)CN2C(=O)c3ccccc3C2=O)s1 across the screens: -6.8, 1.03, -24.7, 1.1, 0.9, -1.3, 105.7, 54.7, -7.9, 10.0
Cc1ccc(CC2S/C(=C(/C#N)C(=O)N3CCOCC3)N(c3ccccc3)C2=O)cc1 (stereo unspecified) across the screens: 1.0, 1.19, -2.7, 1.1, 0.9, 0.9, 95.4, 2.7, -8.9, 8.9
CCCCCn1c(=O)[nH]c2c(c1=O)CCC2 across the screens: -7.4, 1.22, -14.0, 1, 0.9, 0.6, 101.0, 14.0, 0.6, 7.0

More compounds.
SMILES	TLR4 MyD88 comp	NF-kB neuron act	APP 5UTR inh	FLuc stim CS	Diaph act CS	G6PDH CS	STAT1 act	APP 5'UTR act	FLuc inhib CS	Diaph inh CS
Cc1ccc(/C=C/C(=O)N2CCN(c3cccc(C(F)(F)F)c3)CC2)cc1	-14.7	0.95	-12.2	1	0.8	-0.6	95.5	12.2	2.0	22.6
COC(=O)[C@@H](NC(=O)NCc1cccc(OC)c1)C(C)C	0.3	1.09	-26.5	1	1	6.6	98.4	26.5	-3.5	3.3
CSc1ccc(-c2nnn(Cc3ccccn3)n2)cc1	4.3	2.89	-69.3	0.8	0.9	2.8	139.5*	69.3	19.9	9.6
Cn1cc(S(=O)(=O)CC(=O)N2CCCc3ccccc32)c2ccccc21	7.0	0.81	0.3	1.1	0.8	-1.5	96.0	-0.3	-8.0	15.6
CCn1ncc(CN2CCCC(C(=O)c3cccc(OC(C)C)c3)C2)c1C (stereo unspecified)	3.4	1.05	3.0	1	1	2.4	93.9	-3.0	-3.5	-2.4
COc1ccc(OC)c(-c2cc(C(=O)Nc3sc4c(c3C#N)CCC(C)C4)c3ccccc3n2)c1 (stereo unspecified)	-3.3	1.28	-9.3	1	0.9	9.5	96.2	9.3	-4.3	11.5
CC(NC(=O)C(=O)N/N=C\c1cccc([N+](=O)[O-])c1)c1ccccc1 (stereo unspecified)	2.5	0.93	-8.2	1	1.1	14.8	96.2	8.2	-3.0	-10.4
CCCCCN1C=CC(=C2C(=O)c3ccccc3C2=O)C=C1	0.3	/	54.3*	0	1.1	6.2	12.3	-54.3	97.2*	-5.3
O=C(CSc1nc(-c2ccc(F)cc2)nc2c1Cc1ccccc1O2)Nc1ccc(C(=O)O)cc1	-4.7	1.01	-4.7	1	0.4	-3.4	98.8	4.7	-0.4	60.2*
CC1=C(C(=O)OCC2CCCO2)C(c2ccc(C)cc2)C2=C(CC(C)(C)CC2=O)N1 (stereo unspecified)	-3.0	0.57	-29.1	1	1	13.2	94.7	29.1	0.1	-0.3

Part of the list above, showing only FLuc stim CS and FLuc inhib CS.
compound	FLuc stim CS	FLuc inhib CS
N#CCCN1CCN(S(=O)(=O)c2ccc(S(=O)(=O)NC3CC3)cc2)CC1	1	-3.5
COCCNC(=O)C(c1cccc(OC)c1)N(Cc1cccs1)C(=O)Cn1nnc2ccccc21 (stereo unspecified)	1	-2.3
